# p53 reactivator: mutant p53 re-activation in reporter cells | Potency, µM (top dose mostly 92.2 µM), for the others: at the highest dose activity change, positive = activation, usual class: activators | H1299 p53-A138V BP100-luciferase reporter, luminescence, 24 h | AID 504706 | 320,000 tested, 0.063% active; also: % of control where 0% means no effect; nearly all actives have a fitted effect of over 45% in size
#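 H1299 (p53-null), stable ts p53-A138V + BP100-Luc; 1000 cells/well, Opti-MEM/10% FBS; cpd 4 pt, 1:5; 24 h, 37 deg C, 5% CO2; detection reagent 10 min RT; luminescence.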
# MBNL1 CUG block: inhibitors of human MBNL1 binding to CUG repeat RNA; TR-FRET MBNL1-His/biotin-(CUG)12 binding, 665/545 ratio; Potency, µM (titrated, usually from 57.5 µM), for inactives: at the top dose activity change, negative = inhibition, usual class: inhibitors; 280,000 tested, 0.036% active; AID 2675; active = well fitted inhibition curve with a large enough effect in the signal ratio, with a control signal flat, not every such curve was filed as active; inconclusive = small, poorly fitted or top-dose-only effect, or effect the other way, or a change in a side signal; inactive = no such curve, though single readings can be large or run the other way; the % refers to the signal ratio; also: % is scaled to controls: 0 for no effect and ±100 for the full control effect
#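 Inhibition of protein-RNA binding appears as loss of TR-FRET between terbium anti-His antibody on MBNL1-His and streptavidin-XL665 on biotin-(CUG)12. Activity is normalized to buffer-only and uninhibited-complex controls.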
# NPC1 prom act: activators of NPC1 promoter | Huh7 NPC1 promoter luciferase reporter, 24 h | Potency, µM (series often up to 9.22 µM), for inactives: at the top dose activation, actives largely listed as activators | 320,000 tested, 2.4% active;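 also: % of control where 0% means no effect; nearly all actives have a fitted effect of over 60% in size; reporter is driven by a mutant NPC1 promoter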
#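 Cells: Huh7 expressing luciferase under the NPC1 promoter, 1500/well. Seeded 2 h, compound added, incubated 24 h at 37 °C. Luciferase reagent, 10 min ambient, then luminescence.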
# Rab9 prom act: Rab9 promoter activation | 320,000 tested, 2.8% active | AID 485297 | Potency, µM (series often up to 9.22 µM), without a hit: top-dose activation, negative = inhibition, actives largely listed as activators | Huh7 Rab9 promoter-luciferase reporter, luminescence, 24 h; also: % of control where 0% means no effect; nearly all actives have a fitted effect of over 60% in size
#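 Huh7 cells stably carrying a Rab9 promoter-luciferase reporter, 1500 cells per well in OP-MEM I with 10% FBS, treated with compound 24 hours at 37C. Luciferase activity read by luminescence after 10 minutes with Amplite reagent.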
# FLuc modulator: firefly luciferase modulation, counter-screen for miR-21 project. P08659. purified FLuc, Km substrates, luminescence inhibition. AID 588342. Potency, µM (highest dose often 57.5 µM), for inactives: top-dose activity change, negative = inhibition, actives largely listed as inhibitors. 360,000 tested, 6.9% active;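 also: plate controls were vehicle for no effect and reference inhibitor for full effect; nearly all actives have a fitted effect of over 55% in size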
#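 Purified P. pyralis luciferase, 10 nM final, with Km-level 10 uM D-luciferin and 10 uM ATP in 50 mM Tris acetate pH 7.5, 10 mM Mg acetate, 0.01% Tween-20, 0.05% BSA; 6-point qHTS titration about 60 µM downward; luminescence read.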
# BRCA1 expr up: activators of BRCA1 expression | MCF7-BRCA1-FFLuc reporter, luminescence, 48 h; response scale: scaled: vehicle 0%, 10 µM genistein 100% | Potency, µM (titrated, usually from 46.1 µM), for inactives: at the top dose activation, actives largely listed as activators | 380,000 tested, 1.1% active | AID 624202; also: nearly all actives have a fitted effect of over 80% in size; some results filed as inactive show a strong effect at the top dose
#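 Cells: MCF7-BRCA1-FFLuc, 2000/well. Exposure: 48 h, 37 °C, 5% CO2. Read: luminescence, 15 min post-substrate. Controls: genistein 10 microM (maximal activation), DMSO (neutral).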
# CXXC DNA block: MLL CXXC-DNA interaction inhibition; MLL-CXXC / FITC-HOXA9 DNA fluorescence polarization; Potency, µM (doses to about 115 µM), without a hit: at the highest dose activity change, negative = inhibition, most hits filed as inhibitors; 290,000 tested, 0.037% active; AID 2662; active = well fitted inhibition curve with a large enough effect in the polarisation, with a control signal flat, not every such curve was filed as active; inconclusive = small, poorly fitted or top-dose-only effect, or effect the other way, or a change in a side signal; inactive = no such curve, though single readings can be large or run the other way; the % refers to the polarisation
#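 Fluorescence polarization: 7 uM MLL-CXXC (stock) preincubated 5 min with compounds, then 50 nM fluorescein-HOX-A9 DNA (stock) added; 30 min ambient. Buffer 50 mM Tris-HCl pH 7.5, 50 mM NaCl, 1 mM DTT, 0.05% BSA.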
# ELG1 genotoxic: induces genotoxicity in HEK293T cells with luciferase-tagged ELG1; HEK293T ELG1-luciferase reporter, luminescence, 16 h; Potency, µM (series often up to 46 µM), for the others: top-dose activity change, positive = activation, most hits filed as activators; 330,000 tested, 1.3% active; AID 504466; also: % of control where 0% means no effect; nearly all actives have a fitted effect of over 60% in size
#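 Genotoxic stress is detected as increased luminescence from luciferase-tagged ELG1 in HEK293T cells, measured with ONE-Glo after a 16 hr treatment at 37 °C.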
# uPA generation: inhibitors of cell surface uPA generation; AID 540303; Potency, µM (top dose mostly 38.3 µM), inactives show at the highest dose activity change, negative = inhibition, actives largely listed as inhibitors; 330,000 tested, 0.31% active; cell surface uPA generation assay, qHTS; active = well fitted inhibition curve with a large enough effect; inconclusive = small, poorly fitted or top-dose-only effect; inactive = no such curve, though single readings can be large or run the other way; tested in mouse RAW 264.7 cells; also: % is scaled to controls: 0 for no effect and ±100 for the full control effect; nearly all actives have a fitted effect of over 55% in size
# Gal4-VP16 FLuc: inhibits Gal4-VP16 luciferase reporter, ROR gamma counter-screen | 310,000 tested, 3.5% active | Drosophila S2 Gal4-VP16 UAS-luciferase, luminescence, 20 h | Potency, µM (doses to about 53.6 µM), inactives show top-dose activity, negative = inhibition, most hits filed as inhibitors;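 also: Gal4-VP16 expression switched on by copper sulfate through the metallothionein promoter; % is scaled to controls: 0 for no effect and ±100 for the full control effect; nearly all actives have a fitted effect of over 50% in size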
# RORgamma inh: ROR gamma (mouse) transcription inhibition; P51450; Potency, µM (doses to about 53.6 µM), for the others: at the highest dose activity change, negative = inhibition, usual class: inhibitors; 310,000 tested, 5.4% active; Drosophila S2 Gal4-RORgamma UAS-luciferase reporter, 20 h; also: % is scaled to controls: 0 for no effect and ±100 for the full control effect; nearly all actives have a fitted effect of over 60% in size
#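 In this cell-based reporter format, copper sulfate (700 uM final) drives Gal4–ROR gamma fusion expression from a metallothionein promoter in Drosophila Schneider cells; compounds preincubated 1 hr, reporter read after 20 hr at ambient temperature.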
# * = called active by the depositor; u = inconclusive; x = no result given; & = joins results of further samples; [ ] = remark or other dose. Unless noted, calls follow the shape of the dose curve; as a rule, active = well fitted curve in the direction sought with a large enough effect; inconclusive = small, poorly fitted or top-dose-only effect, or another doubt; inactive = no such curve, though single readings can be large; an effect the other way counts as inactive or inconclusive. Potency is read from the fitted curve at half-maximal effect. The list is partial; the hit share may differ from the screen's.
SMILES	p53 reactivator	MBNL1 CUG block	NPC1 prom act	Rab9 prom act	FLuc modulator	BRCA1 expr up	CXXC DNA block	ELG1 genotoxic	uPA generation	Gal4-VP16 FLuc	RORgamma inh
O=C(C[n+]1cc(-c2ccc(F)cc2)n2c1CCC2)N1c2ccccc2Sc2ccccc21	u	x	u	2.8µM*	2.4µM*	94%	2%	u	-1%	2%	17%
CCN(CC)S(=O)(=O)c1cccc(-c2nnc(SC(C)C(N)=O)n2CCc2ccccc2)c1 (configuration not stated)	-2%	-7%	0%	0%	-1%	0%	3%	-1%	-4%	16%	-1%
COc1ccc(NC(=S)NC23CN4CN(CN(C4)C2)C3)cc1	0%	5%[11.5 µM]	-6%	-3%	4%	-16%	-7%	1%	-3%	-4%	-21%
O=C(Nc1c2c(nn1-c1ccc(F)cc1)CS(=O)C2)c1ccc(Br)o1 (configuration not stated)	-6%	-15%	3%	0%	-2%	-2%	-3%	-2%	21%	5%	-28%
O=C(NCC1CCCO1)c1nnc(Cc2ccc(F)cc2)o1 (configuration not stated)	2%	15%	1%	-7%	6%	4%	0%	-2%	7%	8%	9%
CCOc1ccc(-c2nnn(CC(=O)c3ccc4c(c3)OCCO4)n2)cc1	-3%	22%	6%	-5%	u	-15%	-4%	-6%	2%	-13%	u
C=C1CCN(C(C)C(=O)OC)S(=O)(=O)c2ccccc21 (configuration not stated)	-2%	-6%	-5%	0%	2%	0%	8%	3%	-6%	6%&-1%	12%&-6%
O=C(NCC(c1cccs1)N1CCOCC1)c1cc(S(=O)(=O)N2CCOCC2)c(Cl)cc1Cl (configuration not stated)	-3%	x	-10%	-1%	4%	-3%	x	3%	-4%	x	x
Cc1c2n(c3ccccc13)CC/C2=N\O	-4%	14%	0%	-5%	-17%	27%	6%	8%	2%	3%	-4%
CCCCNC(=O)CSc1nc2ccccc2c(=O)n1Cc1ccc2c(c1)OCO2	4%	-1%	1%	-4%	0%	1%[1.84 µM]	23%	u	3%	-15%	-21%
CCCOC(=O)c1cc(-c2ccc(C=O)o2)ccc1Cl	13%	19%	22%	28%	u	68%	10%	11%	2%	u	11%
O=C(NC(CSCc1ccccc1)C(=O)N/N=C/c1ccc(O)cc1O)c1ccc([N+](=O)[O-])cc1 (configuration not stated)	u	u	-12%	-19%	0%	-74%	0%	-1%	x	-15%	u

# More results
SMILES	p53 reactivator	MBNL1 CUG block	NPC1 prom act	Rab9 prom act	FLuc modulator	BRCA1 expr up	CXXC DNA block	ELG1 genotoxic	uPA generation	Gal4-VP16 FLuc	RORgamma inh
CC1(C)CN=c2s/c(=C\c3ccc(Cl)cc3)c(=O)n2C1	2%	u	u	u	u	-6%	-10%	8%	-1%	12%	-25%
Cc1nc(N2CCN(C(=O)COc3ccccc3)CC2)c2c(C)c(C)sc2n1	-2%	-3%	-10%	-16%	6%	-81%[inhibitor]	6%	-16%	-8%	u	40%
NC(=O)C1CCN(c2oc(-c3ccccc3)nc2S(=O)(=O)c2ccc(Br)cc2)CC1	-3%	3%	-6%	-3%	0%	-21%	19%	-1%	3%	1%	-11%
CCN(CC)C(=O)CN1CCN(c2ncccn2)CC1	20%	4%	0%	5%	0%	3%	-8%	-1%	7%	-10%	-2%
CC(C)C(=O)Nc1cc(S(=O)(=O)Nc2ccc(Cl)cc2)ccc1Cl	7%	19%	-4%	-3%	3%	1%	11%	-5%	0%	-7%	u
COc1ccc(-c2nnc(SCCOc3cccc(C)c3)n2N)cc1	1%	1%	1%	1%	2%	1%	9%	-2%	1%	-2%	0%
C[C@@H]1O[C@@H](OC[C@H]2O[C@@H](Oc3c(-c4ccc(O)cc4)oc4cc(O)cc(O)c4c3=O)[C@H](O)[C@@H](O)[C@@H]2O)[C@H](O)[C@H](O)[C@H]1O	4%	x	0%	-4%	3%	5%	x	7%	25%	x	x
O=C(Nc1ccc(N2CCOCC2)cc1)c1cc2c(s1)CCCCC2	-2%	-4%	-1%	-9%	19µM*	47%	0%	2%	-5%	-2%	14%
COc1ccc(S(=O)(=O)N2CCCCCC2)cc1C(=O)N(C)Cc1ccc(C(C)(C)C)cc1	12%	0%	-6%	-1%	0%	-34%	17%	-14%	-1%	u	-1%
CCN1CCN(c2ccc(NC(=O)c3cccc(N4CCCC4=O)c3)cc2)CC1	12%	-9%	-1%	3%	u	10%	9%	30%	-3%	-5%	-1%
CCCCCSc1nnc(-c2ccccc2N)c(=O)[nH]1	0%	u	2%	1%	-2%	-13%	-3%	1%	5%	-12%	u
CC1=C(C#N)C(c2ccccc2O)C(C#N)=C(C)N1	2%	x	-8%	14%	-5%	-36%	0%	-6%	1%	3%	-11%

# New compounds follow.
SMILES	p53 reactivator	MBNL1 CUG block	NPC1 prom act	Rab9 prom act	FLuc modulator	BRCA1 expr up	CXXC DNA block	ELG1 genotoxic	uPA generation	Gal4-VP16 FLuc	RORgamma inh
COCCN(C(=O)c1ccc(COc2ccccc2)o1)c1c(N)n(CC(C)C)c(=O)[nH]c1=O	0%	x	0%	1%	0%	4%	x	1%	8%	x	x
COc1ccc(CN(C)C(=O)c2ccncc2)c(OC)c1	-1%	-1%	-7%	-1%	1%	1%	0%	2%	-4%	-12%	-2%
COC(=O)N/N=C/c1cc(Br)ccc1O	4%	-8%	-1%	-1%	-4%	-20%	62%[activator]	0%	-2%	u	7.1µM*
Cc1ccc(C[n+]2ccccc2)cc1	1%	x	-8%	-20%	1%	-2%	x	-1%	-25%	x	x
COc1ccc(NC(=O)COc2ccc(N(C)S(=O)(=O)c3ccc(Cl)cc3)cc2)cc1	-17%	x	0%	-13%	-29%	-31%	x	-2%	13%	x	x
Cc1cccc(-c2nnc(SCC(=O)Nc3nc4c(s3)CCCC4)n2C)c1	10%	-6%	-3%	1%	u	-6%	4%	-4%	-1%	1%	u
Cc1ccc(NC(=O)c2cc(S(=O)(=O)NCCC3=CCCCC3)ccc2F)cc1	-12%	6%	-2%	-15%	3%	-56%	-2%	6%	u	u	u
CC(NC(=O)c1cc(-c2ccccn2)nc2ccc(Cl)cc12)C1CCCO1 (configuration not stated)	12%	76%[activator]	-3%	13%	-13%	-51%	-12%	-11%	-6%	-5%	-10%
Cc1cc(C(F)F)n2nc(C(=O)Nc3ccc(S(=O)(=O)NC45CC6CC(CC(C6)C4)C5)cc3)nc2n1	-4%	1%	0%	19%	-1%	-58%	31%[activator]	-3%	x	-1%	1%
Cc1ccc(OCCNc2ccc(S(=O)(=O)N3CCCC3)cn2)cc1	-3%	x	-5%	-7%	0%	-15%	x	2%	-6%	x	x
CCc1cc2c(Sc3nc4ccccc4s3)ncnc2s1	u	48%[activator]	-23%	-2%[1.84 µM]	11µM*	-30%	98%[activator]	0%	u	u	8.9µM*
C/C(=N\NC(=O)Cn1nc(C)c([N+](=O)[O-])c1C)c1ccc(O)cc1	-3%	-3%	-2%	-3%	1%	8%	-2%	1%	6%	1%	2%

# Next entries:
SMILES	p53 reactivator	MBNL1 CUG block	NPC1 prom act	Rab9 prom act	FLuc modulator	BRCA1 expr up	CXXC DNA block	ELG1 genotoxic	uPA generation	Gal4-VP16 FLuc	RORgamma inh
O=C(CN1C(=O)COc2ccc(S(=O)(=O)N3CCCCCC3)cc21)NCc1ccc(F)cc1	x	3%	-2%	-8%	4%&-1%	-9%	x	6%	-5%	3%	-4%
CCNC(=O)OCC12CC3CC(CC(C3)C1)C2	1%	0%	1%	-8%	u	-3%	2%	3%	6%	-9%	16%
COc1cc(CN2CCNC(=O)C2CC(=O)NC2CCCCC2)cc(OC)c1 (configuration not stated)	16%	1%	-5%	2%	5%	-3%	u	1%	0%	-6%	3%
O=S(=O)(Nc1ccncc1)c1cc(Cl)c(Cl)cc1Cl	x	-11%	6%	8%	7%	-8%	3%	-9%	5%	3%	u
Cc1c(C(N)=O)sc2nc(-c3ccccc3)cn12	u	-11%	u	u	19µM*	u	1%	u	-3%	-6%	5%
CCOC(=O)C1CCN(C(=O)C2CC(=O)N(c3ccc(C)cc3)C2)CC1 (configuration not stated)	0%	3%	-2%	1%	1%	4%	-3%	-1%	9%	-5%	0%
Cn1nc(C(C)(C)C)c([N+](=O)[O-])c1C(=O)NC(C)(C)C	-4%	6%	-2%	-9%	-1%	-2%	7%	1%	9%	-1%	3%
O=C(NCc1cccs1)c1nc2c(nnn2Cc2ccc(F)cc2)c(=O)[nH]1	-3%	-7%	1%	-7%	3%	1%	-2%	-2%	5%	-11%	14%

# Source: PubChem (National Center for Advancing Translational Sciences (NCATS))
